# From PubChem BioAssay
# mouse EphA4 binding: inhibitors of EphA4 binding to KYL peptide, primary screen, biochemical, colorimetric, mouse EphA4 (AID 689); 62,000 tested, 0.1% active; EphA4-AP binding to KYL peptide, pNPP A405; higher % means a stronger effect; Ephrin type-A receptor 4 (Mus musculus); inhibition, % at 10 µM, or IC50 in µM where a hit was titrated; in the data active = a potency from the dose series; inactive = the rest, 99 in 100 with inhibition below about 22%
# The depositor's hits bear a star. Some of the compounds tested (hit frequency here may not be typical).
SMILES,mouse EphA4 binding
Cc1ccc(-c2nnc(-n3nnc4ccccc43)c3ccccc23)cc1,-2%
CCCCOCC(O)CN1CCN(C(C)=O)CC1 (stereo not drawn),-4%
Cn1c(C(=O)N2CCCC(C(=O)NCCc3ccccc3)C2)cc2sccc21 (stereo not drawn),7%
Cc1nn(C(C)C(=O)NNC(=S)Nc2ccc(F)cc2)c(C)c1[N+](=O)[O-] (stereo not drawn),6%
Cc1c(NC(=O)N2CCCCCC2)c(=O)n(-c2ccccc2)n1C,-4%
CC1CC(C)CN(C(=O)CSc2nnc(CSc3ncccn3)n2C)C1 (stereo not drawn),-16%
CN(C)S(=O)(=O)c1cc([N+](=O)[O-])ccc1N1CCCCCC1,-11%
CC1C(C(=O)N(C=O)c2ccccc2)C2C=CC1C21CC1 (stereo not drawn),-1%
Cc1ccc(N=Nc2c(C)[nH][nH]c2=O)c(C)c1,-1%
CN1CCN(C(=O)C2C3C=CC(C3)C2C(=O)O)CC1 (stereo not drawn),0%
O=C(NCc1ccc(Cl)cc1)c1cccc(I)c1,-13%
Cc1ccc(-c2nnn(CC(=O)N(Cc3ccccc3)C(C(=O)NC3CCCC3)c3ccncc3)n2)o1 (stereo not drawn),-13%
O=C1/C(=C/c2ccc(-c3ccccc3[N+](=O)[O-])o2)SC(=S)N1c1cccc(Cl)c1,27%
C=CCn1c(=O)c2ccccc2n2c(SCc3cc(=O)n4ccsc4n3)nnc12,-6%
OC(COc1cccc2ccccc12)CN1CCN(c2ccccn2)CC1 (stereo not drawn),6%
CCOc1ccc2oc(C)c(C(=O)OCCOC)c2c1,-2%
CC(C)c1ccc(CNc2cc(N3CCCC3)ccc2[N+](=O)[O-])cc1,-10%
C=COCCNC(=O)C(=O)NC(C)C,-10%
COc1ccc(N2CC(C)Cn3c2nc2c3c(=O)[nH]c(=O)n2C)cc1 (stereo not drawn),-8%
COc1cc2c(cc1OC)C(c1ccc(-c3ccc(Cl)cc3Cl)o1)=NCC2,-16%
CC(=O)c1cc(OC(=O)N2CCOCC2)ccc1OC(=O)N1CCOCC1,5%
COC(=O)c1ccccc1NC(=O)c1cc(OC(C)=O)cc(C(=O)Nc2ccccc2C(=O)OC)c1,-4%
O=C(Oc1ccccc1Cl)c1ccc(-n2cncn2)nc1,-9%
COCCOC(=O)c1[nH]c2c(c1C)C(=O)CC(c1ccc(F)cc1)C2 (stereo not drawn),-7%
COc1ccccc1NC(=O)C1=C(C)Nc2nc(-c3cccs3)nn2C1c1cccnc1 (stereo not drawn),-2%
CCC(=O)N1CCN(c2c(Cl)cccc2[N+](=O)[O-])CC1,-2%
C=CCc1cccc2cc(C(=O)N(CC)CC)c(=O)oc12,-5%
CN(CC(=O)NCCc1ccc(Cl)cc1)S(=O)(=O)c1ccc2c(c1)c(=O)n(C)c(=O)n2C,-55%
Cc1cccc(NC(=O)c2ccc(N(C)C3CCCCC3)c([N+](=O)[O-])c2)n1,-4%
O=C1c2ccccc2C(=O)N1CC1CCCO1 (stereo not drawn),-9%
O=C(CCn1c(=O)oc2ccccc21)N1CCN(c2ccccc2F)CC1,-6%
O=C(CCC1CCCCC1)Nc1c[nH]c(=O)[nH]c1=O,-4%
Nc1nc(-c2ccco2)nn1C(=O)c1ccccc1,-4%
CCOC(=O)C1CCN(C(=O)c2cc(S(=O)(=O)N3CCOCC3)c(Cl)cc2Cl)CC1,-15%
CC1Cc2ccccc2N1C(=O)CSc1nnnn1C(C)C (stereo not drawn),-11%
Cc1c(C(=O)OC(C)C)sc(NC(=O)c2cccnc2)c1C#N,-8%
Cc1ccc2c(c1)c1ncnc(N3CCN(c4ccccc4)CC3)c1n2C,-12%
O=C(CC(=O)NC1CCCCC1)N/N=C/c1ccc(Cl)cc1,0%
CC(C)C(c1nnnn1Cc1ccccc1)N1CCN(Cc2ccc3c(c2)OCO3)CC1 (stereo not drawn),1%
CC1C(C#N)=C(N)OC2=C1C(=O)CC(C)(C)C2 (stereo not drawn),1%
COc1cccc(C(=O)N(C)c2nnc(-c3ccncc3)s2)c1,-22%
C=C1C(C(=O)N2CCOCC2)C1C(=O)N1CCOCC1 (stereo not drawn),0%
O=C(N/N=C1\CCCc2ccccc21)c1cccc([N+](=O)[O-])c1,-4%
Cc1ccc(-c2nnc(COc3cccc(-n4cnnn4)c3)o2)cc1,-5%
OC(COCC1COc2ccccc2O1)CN1CCc2ccccc2C1 (stereo not drawn),-4%
COc1ccc(CCNC(=O)c2cccc([N+](=O)[O-])c2C)cc1OC,-10%
COC(=O)c1cccc(NC(=O)CN2CCOCC2)c1,-4%
CN1CCN(c2nc(-c3ccccc3)cc(C(F)(F)F)n2)CC1,2%
COc1ccc(C(=O)NC(=S)NCc2ccco2)cc1,-10%
O=C(Nc1ccon1)c1cnc2sccn2c1=O,1%
Cc1noc(C)c1S(=O)(=O)N1CCC(Cc2ccccc2)CC1,0%
COc1ccc2c(C)c(C(=O)NCC(C)O)oc2c1OC (stereo not drawn),-9%
COc1ccc(/C=N\NC(=O)CCN2CCN(c3ccccc3)CC2)cc1OC,-3%
O=C(Nc1nc(-c2cccs2)cs1)c1cc2ccccc2oc1=O,-4%
CCOC(=O)c1c(CN2CCOCC2)n(C)c2cc(Br)c(O)c(CN(C)C)c12,-4%
CCOc1ccc(OCC(=O)Nc2ccc(OC)cc2)cc1,-10%
CCOc1ccc(/C=N/NC(=O)Cc2csc(Nc3cccc(C(F)(F)F)c3)n2)c(OCC)c1,-6%
CCN(CC)CCNC(=O)c1cc2c(=O)n(C)c3ccccc3c2n1C,0%
O=C(COc1ccc(/C=N/NC(=O)c2ccccc2)cc1)Nc1ccc([N+](=O)[O-])cc1,-13%
COc1ccc(OCC(=O)N(C)Cc2ccccc2)cc1,-12%

# Structures shown so far that contain a CF3 group, in the order listed:
SMILES,mouse EphA4 binding
CN1CCN(c2nc(-c3ccccc3)cc(C(F)(F)F)n2)CC1,2%
CCOc1ccc(/C=N/NC(=O)Cc2csc(Nc3cccc(C(F)(F)F)c3)n2)c(OCC)c1,-6%

# Single values from the list:
# CN1CCN(c2nc(-c3ccccc3)cc(C(F)(F)F)n2)CC1 @ mouse EphA4 binding = 2%
# COc1ccc2c(C)c(C(=O)NCC(C)O)oc2c1OC (stereo not drawn) @ mouse EphA4 binding = -9%
# CCN(CC)CCNC(=O)c1cc2c(=O)n(C)c3ccccc3c2n1C @ mouse EphA4 binding = 0%
# Cc1noc(C)c1S(=O)(=O)N1CCC(Cc2ccccc2)CC1 @ mouse EphA4 binding = 0%

# (further entries)
SMILES,mouse EphA4 binding
CC(NC(=O)C(C)N1C(=O)c2ccccc2C1=O)c1ccccc1 (stereo not drawn),4%
O/N=C/c1cc(Cl)ccc1OCc1ccccc1Cl,-18%
CC(C)CN1C(=O)c2ccc(Oc3ccc([N+](=O)[O-])cc3)cc2C1=O,0%
O=C(Nc1cccc(Cl)c1)c1ccc2c(=O)n3c(nc2c1)CCCCC3,-9%
OC12CCCCC1C(c1ccc3c(c1)OCO3)N(Cc1cccc(F)c1)CC2 (stereo not drawn),1%
Cn1c(=O)cc(OCC(=O)N2CCC(N3CCCCC3)CC2)c2ccccc21,-3%
O=C(CSc1ccc(Cl)cc1Cl)N1CCC(c2nc3ccccc3s2)CC1,1%
Cc1ccc(-c2nc(CN(C)C)cc(CN(C)C)c2O)cc1,-11%
O=C1C2C(c3ccccc3)C=CC(c3ccccc3)C2C(=O)N1CCO (stereo not drawn),1%
O=C1OCCC1Sc1nnnn1-c1ccccc1 (stereo not drawn),-5%
COC(=O)C1=C(C)N(C)C(=O)/C1=C\c1ccc(C(=O)OC)cc1,-2%
O=C1C2C3C=CC(C3)C2C(=O)N1c1ccc(-c2nc3ccccc3o2)cc1 (stereo not drawn),-1%
CC(C)Cn1c(N)c(C(=O)CSc2nc3ccccc3n2C)c(=O)n(C)c1=O,-7%
CCOC(=O)N1CCN(C(=O)c2cnn3ccccc23)CC1,-14%
CCC(=O)Nc1cccc(NC(=O)c2cccnc2)c1,-20%
Cc1ccc(-c2noc(CCC(=O)Nc3ccc4c(c3)OCO4)n2)cc1,-8%
NNC(=O)CN1C(c2ccc(Cl)cc2)=Nc2ccc(Br)cc2C1c1ccccc1 (stereo not drawn),8%
C/C(N)=C(/C#N)C(=O)COC(=O)CC1CCCC1,-4%
O=C(CCN1CCN(CCO)CC1)Nc1ccc(F)c(F)c1,-28%
COc1ccc(Br)cc1C(=O)Nc1cc(C)cc(C)c1,-5%

# Compounds above that contain a cyano group (3):
SMILES,mouse EphA4 binding
Cc1c(C(=O)OC(C)C)sc(NC(=O)c2cccnc2)c1C#N,-8%
CC1C(C#N)=C(N)OC2=C1C(=O)CC(C)(C)C2 (stereo not drawn),1%
C/C(N)=C(/C#N)C(=O)COC(=O)CC1CCCC1,-4%

# Some of these compounds in order of the mouse EphA4 binding value, high to low.
structure,mouse EphA4 binding
NNC(=O)CN1C(c2ccc(Cl)cc2)=Nc2ccc(Br)cc2C1c1ccccc1 (stereo not drawn),8%
O/N=C/c1cc(Cl)ccc1OCc1ccccc1Cl,-18%
CCC(=O)Nc1cccc(NC(=O)c2cccnc2)c1,-20%
